Screening results deposited in PubChem by several laboratories.
rCAG binder: binds r(CAG) RNA repeats | r(CAG) RNA repeat, TO-PRO-1 dye displacement fluorescence | inhibition, % at 3 µM | 370,000 tested, 1.3% active;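 active = inhibition above the plate cutoff, the mean of all test compounds on that plate plus 3 SD, cut at about 35% in these data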;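 note: 0% = DMSO alone and 100% = 100 µM mitoxantrone as full dye displacement; higher means more dye released from RNA so lower well fluorescence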
PRMT1 inh: inhibitors of human PRMT1. Q99873. recombinant PRMT1, activity-based probe fluorescence polarization. inhibition, % at 2.79 µM. 370,000 tested, 1.3% active;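 active = inhibition above about 21% made by adding two undisclosed values, limit read from the data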
Target sequence (Q99873 whole entry, looked up): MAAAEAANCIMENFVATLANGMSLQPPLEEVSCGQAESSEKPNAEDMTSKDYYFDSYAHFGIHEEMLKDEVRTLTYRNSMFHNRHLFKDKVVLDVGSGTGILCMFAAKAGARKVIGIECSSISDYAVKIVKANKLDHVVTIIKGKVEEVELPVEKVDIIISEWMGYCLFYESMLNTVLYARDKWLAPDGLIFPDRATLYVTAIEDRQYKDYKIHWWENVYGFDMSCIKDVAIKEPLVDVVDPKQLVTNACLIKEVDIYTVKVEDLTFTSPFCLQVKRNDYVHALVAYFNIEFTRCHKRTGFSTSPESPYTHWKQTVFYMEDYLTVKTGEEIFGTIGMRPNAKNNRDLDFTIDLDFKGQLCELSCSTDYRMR
TCR CD3 inh: inhibitors of human TCR-CD3 interaction; TAMRA-labeled TCR probe fluorescence, biochemical; inhibition, % at 9.4 µM; 360,000 tested, 0.37% active; in the data active = inhibition above about 19%;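 note: recombinant mutant TCR 2C K166C tagged with TAMRA read by polarization; 0% = receptor in buffer alone and 100% = receptor with positive control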
HTRA1 inhibitor: blocks human HTRA1 serine peptidase | recombinant HTRA1, FP-rhodamine activity-based probe, fluorescence polarization | inhibition, % at 5.96 µM | Q92743 | 340,000 tested, 0.5% active; in the data active = inhibition above about 36%;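 note: 0% = enzyme with DMSO and 100% = wells lacking enzyme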
SIAE primary: inhibitors of human sialic acid acetylesterase SIAE. 370,000 tested, 0.69% active. inhibition, % at 9.66 µM. SIAE FP-Rh probe binding, fluorescence polarization;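 active = inhibition above a cutoff: mean of compounds within the control limits plus 3 SD of those, cut at about 17% in these data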;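 note: 0% = plate median of compound wells and 100% = probe without SIAE protein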
UHRF1 MBD2 ctr: human UHRF1 methylated DNA binding inhibitors | Q96T88 | UHRF1 binding to methylated oligo, TR-FRET | inhibition, % at 4.4 µM | 370,000 tested, 0.75% active; in the data active = inhibition above about 21%;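 note: UHRF1 SRA domain binding a hemimethylated CpG hairpin DNA probe; 0% = median of test compound wells and 100% = reference inhibitor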
NPR2 activator: GC-B (human) receptor activation. HEK293-GC-B cells, CNP EC30, cGMP TR-FRET; 0% at EC30 CNP, 100% saturating CNP. activation, % at 10 µM. 370,000 tested, 0.11% active. AID 1920062;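 active = activation at 10 µM reaching about 35% in either raw or pattern-adjusted values, limit read from the data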
MBD2 inh: blocks human MBD2 binding to methylated DNA | Q9UBB5 | 370,000 tested, 0.31% active | AID 686964 | inhibition, % at 4.4 µM | TR-FRET, MBD2 binding to methylated oligonucleotide; in the data active = inhibition above about 13%
Target sequence (Q9UBB5 whole entry, looked up): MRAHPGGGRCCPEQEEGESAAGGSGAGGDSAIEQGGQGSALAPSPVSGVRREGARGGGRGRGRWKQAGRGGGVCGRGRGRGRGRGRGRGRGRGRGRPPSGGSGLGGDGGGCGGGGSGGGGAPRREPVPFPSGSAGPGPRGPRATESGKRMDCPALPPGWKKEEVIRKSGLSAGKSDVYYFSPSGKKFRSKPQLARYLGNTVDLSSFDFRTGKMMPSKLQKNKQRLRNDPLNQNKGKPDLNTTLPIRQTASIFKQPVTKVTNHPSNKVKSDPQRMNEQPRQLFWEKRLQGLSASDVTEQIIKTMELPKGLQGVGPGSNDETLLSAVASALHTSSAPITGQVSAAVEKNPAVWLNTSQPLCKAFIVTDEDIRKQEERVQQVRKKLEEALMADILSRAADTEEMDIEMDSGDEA
mABHD4 FP: ABHD4 (mouse) inhibition, primary FP screen | Q8VD66 | purified mABHD4, FP-Rh probe fluorescence polarization | inhibition, % at 8.92 µM | 370,000 tested, 0.54% active;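 active = inhibition exceeding the mean over every tested compound plus 3 SD, cut at about 30% in these data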;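 note: 0% = plate median of compound wells and 100% = S159A mutant with DMSO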
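assay system = mABHD4 protein | compound dosing = single nominal dose of 8.92 µM, 0.89% DMSO final | read-out basis = percent inhibition of probe binding, normalized to plate controls | schedule = Enzyme–compound pre-incubation 45 min, then probe 60 min, both 25 °C | detection = fluorescence polarization, excitation 525 nm, emission 598 nm, BODIPY TMR filters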
NPR1 activator: GC-A (human) enzyme activation; AID 1671463; HEK293 GC-A cells, cGMP TR-FRET, EC30 ANP; 0% at EC30 ANP, 100% saturating ANP; P16066; 370,000 tested, 0.14% active; activation, % at 10 µM; in the data active = activation above about 40%
Starred values were filed as active, the others as inactive; . = no result given.

SMILES	rCAG binder	PRMT1 inh	TCR CD3 inh	HTRA1 inhibitor	SIAE primary	UHRF1 MBD2 ctr	NPR2 activator	MBD2 inh	mABHD4 FP	NPR1 activator
Cc1onc(-c2c(F)cccc2Cl)c1C(=O)N(Cc1ccccc1)C(C)C	-3.2	-2.0	0.1	-1.9	-1.1	-0.6	-3.9	-8.2	-1.2	-7.1
O=C(N/N=C/c1cccc(Cl)c1Cl)Nc1ccccc1	2.7	-0.5	9.0	2.5	-3.9	-3.7	3.8	-7.0	-2.2	-2.4
CN(C)S(=O)(=O)c1ccc(Cl)c(NC(=O)COC(=O)C2CCCO2)c1 (stereo unspecified)	2.1	-1.7	-2.2	3.1	6.9	0.9	-0.6	0.8	4.0	0.4
O=C(O)CC(c1ccccc1)c1ccccc1	3.7	0.5	1.0	0.9	3.0	-3.2	0.1	0.7	-0.6	2.5
C[C@H]1[C@@H](OC(=O)Nc2ccc(Cl)cc2)CC[C@@]23CCCN2C(=O)CCC[C@@H]13	.	-1.5	.	.	4.0	-0.3	-6.2	1.4	-4.0	-4.9
COc1cc(OC)c(NC(=O)Cn2cnc3sc(C)c(S(=O)(=O)N4CCOCC4)c3c2=O)cc1Cl	11.2	2.4	-7.9	0.7	-0.7	-0.2	2.4	-0.7	3.9	4.6
CC(C)=C1C2CCC1C1C(=O)N(NC(=O)COc3ccc(Cl)c(C)c3)C(=O)C21 (stereo unspecified)	4.0	-3.0	8.0	-5.5	-9.7	6.5	-3.0	1.2	-7.0	0.0
Cc1cccc(C(=O)OCC(=O)NCCCc2ccccc2)c1O	-3.6	-3.5	6.0	3.7	7.3	-3.5	-2.5	-8.6	1.5	2.2
CNC(=O)CCC(=O)Nc1ccc(C(=O)OC)cc1	0.3	-4.9	7.7	2.8	1.6	-1.4	5.5	-3.3	3.0	3.8
Nc1c(N(CCC2=CCCCC2)C(=O)C2CC2)c(=O)[nH]c(=O)n1Cc1ccccc1	-5.7	0.9	3.3	2.0	-1.4	0.6	0.2	3.8	14.7	2.1
C/C(CC(=O)Nc1cc(Cl)ccc1Cl)=N\NC(=O)c1ccco1	9.6	1.7	4.9	-4.7	0.6	-3.6	2.8	-3.2	-24.2	-0.7
COc1ccc(CNC(=O)C2CCCN(c3nccc(C)n3)C2)cc1 (stereo unspecified)	-4.7	1.4	-0.5	3.6	1.2	3.0	-6.2	-4.8	1.0	-5.0
COc1ccccc1CNC(=O)c1c(O)c2cc(OC)c(OC)cc2[nH]c1=O	-1.2	-1.1	4.5	4.7	2.2	0.5	-4.2	-4.0	5.8	-3.0
C=CCNC(=O)C1CC(=O)N(c2ccc(OCC(=O)Nc3ccc(Cl)cc3)cc2)C1 (stereo unspecified)	-1.1	-5.8	9.4	8.8	-2.1	-0.5	0.6	-2.9	-3.8	1.8
CCn1cc(S(=O)(=O)c2ccc(OC)cc2)c(=O)c2cc(OC)ccc21	-2.8	0.8	2.9	1.1	-8.2	0.1	-5.2	-0.5	-0.3	1.2
CCOC(=O)c1ccc(CNC(=O)C(Cc2c[nH]c3ccccc23)NC(C)=O)o1 (stereo unspecified)	2.0	3.3	-5.2	0.2	2.8	2.1	-0.2	-3.9	1.1	1.2
Cc1ccc(C(=O)NNC(=O)c2ccc3ccccc3c2O)cc1	12.3	5.9	43.1*	-2.4	-1.7	-0.9	1.5	0.2	10.7	1.0
CN(C)CCn1cnc2c(c1=N)C(c1ccccc1)c1ccc3ccccc3c1O2 (stereo unspecified)	13.5	1.8	4.7	-53.1	-14.2	-0.3	-12.0	-1.4	3.0	-47.2
CN1C2C=C3C(C#N)=C(N)C(C#N)(C#N)[C@@H](c4cccc(F)c4)[C@@H]3C1CC2 (stereo partly specified)	-1.5	4.3	0.3	12.0	1.2	-3.5	-0.1	-3.0	9.3	2.0
COc1ncnc2c1oc1nc(C(C)C)c3c(c12)CC(C)(C)OC3	2.8	2.0	-3.4	0.1	-0.9	1.4	-0.1	-0.6	-1.9	8.9
C[C@H](NC(=O)[C@@H]1Cc2ccccc2CN1)C(=O)NCC1CCCO1 (stereo partly specified)	0.3	3.5	-2.5	4.8	-5.2	2.3	-6.4	8.9	5.5	0.5
Cc1ccc(S(=O)(=O)CC(CN2CCOCC2)N2CCOCC2)cc1 (stereo unspecified)	-0.1	-4.4	11.8	6.5	1.6	1.3	2.9	-0.4	2.1	-3.1
COc1cccc2cc(C(=O)NCc3ccco3)c(=O)oc12	-2.5	-2.5	0.4	-3.1	-1.4	2.1	0.4	0.2	0.0	3.0
CC1CCCCC1NC(=O)Cn1c(=O)oc2cc(S(=O)(=O)N3CCCC3)ccc21 (stereo unspecified)	2.4	-2.7	-3.0	-1.0	1.0	1.0	2.3	-1.2	-5.4	24.3
CCC1Oc2ccccc2N(CC(=O)NC2CCCC2)C1=O (stereo unspecified)	4.5	-0.4	6.4	10.7	-10.2	-2.4	2.9	1.6	0.9	-1.8
CCOC(=O)C1=C(COC(=O)Cc2ccc(Br)cc2)NC(=O)NC1C (stereo unspecified)	-3.9	-2.9	-0.5	-3.7	5.7	-0.5	-3.8	2.1	-3.9	-0.6
CC(C)CSC1=NSC2=NC(=O)/C(=C\c3cccs3)C(=N)N12	71.7*	2.2	-4.3	-26.6	-5.4	-0.6	7.6	4.8	-32.6	0.6
COC(=O)C1=C(C)N(C)C(=NCc2cccc(C(F)(F)F)c2)NC1c1ccc(F)cc1 (stereo unspecified)	8.5	-2.1	0.0	.	-0.7	-0.9	-4.0	-5.0	7.3	-8.3
Cc1nc2ccccc2n1CCOc1ccccc1	-4.8	5.1	-5.5	-6.5	-0.9	2.1	-1.1	3.4	5.3	3.1
CCOc1ccc(NC(=O)CN(C)C(=O)c2csc3c2CCCC3)cc1OCC	4.5	-3.7	3.9	-2.4	3.5	5.9	2.8	-1.7	-3.9	-0.5
CC(=O)c1ccc(N2CCN(C(=O)C3CCN(C(=O)Nc4ccccc4)CC3)CC2)cc1	-0.6	-2.9	4.7	1.8	-7.2	0.9	-0.1	1.8	1.4	-3.4
CC1(C(=O)NS(=O)(=O)c2cccc(Cl)c2)CCN1C(=O)c1ccccc1 (stereo unspecified)	2.1	-1.4	1.2	.	-3.2	0.0	5.3	1.3	-0.7	-2.3
NC1=NC(=O)/C(=C/c2c(OS(=O)(=O)c3ccc(Cl)cc3)ccc3ccccc23)S1	5.1	-0.8	6.4	-3.4	-2.9	0.6	0.0	-4.0	3.6	-6.4
COc1cc(NC(=O)c2ccc(Cl)cc2)c(Cl)cc1NC(=O)c1cccnc1	-1.3	5.1	-4.6	2.5	-8.4	0.9	1.0	-5.0	-0.2	-0.6
O=C(NC(=S)Nc1ccc2c(c1)OCCO2)c1ccccc1	-2.3	0.6	-4.9	-12.8	-0.1	-0.8	0.5	-6.4	0.6	3.0
Cn1cc(SCC(=O)NC2CCCC2)c2ccccc21	-2.6	0.5	-1.6	1.9	-3.2	0.5	7.0	0.5	2.9	2.1
CCN(c1ccccc1)S(=O)(=O)c1ccc(OC)c(NC(=O)CNC)c1	-1.0	-0.3	3.1	1.4	-5.0	-0.7	-6.7	1.2	11.0	-8.2
O=S(=O)(c1ccc(N2CCOCC2)cc1)N1CCOCC1	-2.1	2.8	-2.4	-2.0	-2.0	-0.3	1.8	1.6	-0.8	6.5
COC(=O)C1=C(C)N(C(C)C)C(=O)C1(NC(C)=O)C(F)(F)F (stereo unspecified)	0.0	-3.0	-0.2	0.5	9.9	-0.5	2.0	1.3	0.5	-1.0
CC(C)[C@H](NC(=O)N1CCn2c1nc1ccccc12)C(=O)N[C@@H](C(=O)O)c1ccccc1	16.2	-2.0	3.3	-2.2	-1.0	1.0	-0.8	2.9	-0.6	0.0

Brought forward from above: two compounds, then new ones.
SMILES	rCAG binder	PRMT1 inh	TCR CD3 inh	HTRA1 inhibitor	SIAE primary	UHRF1 MBD2 ctr	NPR2 activator	MBD2 inh	mABHD4 FP	NPR1 activator
COC(=O)C1=C(C)N(C(C)C)C(=O)C1(NC(C)=O)C(F)(F)F (stereo unspecified)	0.0	-3.0	-0.2	0.5	9.9	-0.5	2.0	1.3	0.5	-1.0
CC(C)[C@H](NC(=O)N1CCn2c1nc1ccccc12)C(=O)N[C@@H](C(=O)O)c1ccccc1	16.2	-2.0	3.3	-2.2	-1.0	1.0	-0.8	2.9	-0.6	0.0
NC(=O)c1ccsc1NC(=O)COC(=O)Cc1n[nH]c(=O)c2ccccc12	10.3	-1.2	11.3	-1.7	-6.2	0.4	-5.2	-4.2	2.4	-1.9
O=C(C1=C[C@@H](c2ccc(C(F)(F)F)cc2)C[C@@H](OCc2ccc(CO)cc2)O1)N1CCN(Cc2ccccc2)CC1	2.5	1.0	0.2	-67.9	3.2	1.5	6.5	-1.0	-11.2	-1.5
COc1ccc(Br)cc1C1=CC(=O)C[C@H](c2ccc(F)cc2)C1	1.4	-3.5	1.8	-23.9	-1.3	-3.9	1.5	-7.3	-15.4	-1.3
COCC(C)NC(=O)CSc1nc2nn(-c3ccccc3)c(=O)c-2c2n1CCCCC2 (stereo unspecified)	-2.9	5.4	2.1	0.8	5.9	-3.2	-2.4	-0.3	7.4	3.0
C#CCOCCOCCOCCNc1nc(N2CCN(C(=O)CCCCCCCCCCNC(=O)[C@@H](CCSC)n3cc(CCO)nn3)CC2)nc(N2CCN(C(=O)CCCCCCCCCCNC(=O)[C@H](CCSC)n3cc(CCO)nn3)CC2)n1	14.8	-1.4	6.1	-39.5	-25.4	16.2	-2.2	10.7	-12.9	4.0
O=C(NC1CCCCC1)N(C1=NCCCCC1)c1ccc(Br)cc1	-1.1	-2.5	1.6	3.2	-3.5	2.0	-2.1	-4.1	5.7	-0.6
CCCCn1c(SCC(=O)NC2CC2)nc2ccccc2c1=O	-5.6	5.6	-2.4	7.6	4.1	0.5	-1.3	0.9	3.8	-3.7
COc1ccc(NC(=O)c2cccc(NC(=O)c3ccco3)c2)c(OC)c1	3.0	0.2	4.0	-2.6	-1.2	-3.8	-0.3	-5.1	-9.1	0.2
COc1ccccc1N1CCN(C(=O)CCCCCn2c(=O)[nH]c3ccsc3c2=O)CC1	-2.8	2.0	-5.7	-0.8	4.8	-1.4	-7.5	7.0	2.8	0.1
Cc1ccc(S(=O)(=O)n2cccc2C)cc1	-1.2	2.3	7.4	.	2.3	-0.3	-1.5	0.3	2.2	1.6
O=C(C1=C[C@H](c2coc3ccccc3c2=O)C[C@H](OCc2ccc(CO)cc2)O1)N1CCN(Cc2ccc3c(c2)OCO3)CC1	-0.9	-1.3	-2.0	-1.9	-1.5	-1.1	0.8	-0.8	-3.2	-4.2
C/C(=N/NC(=O)c1ccoc1C)c1cccs1	0.2	-7.3	.	.	2.6	-1.8	5.4	3.4	1.8	5.2
O=c1[nH]c2cc(NCCO)c([N+](=O)[O-])cc2[nH]1	2.8	0.5	2.0	-3.5	4.9	-30.4	-7.3	-4.4	-3.2	-13.7
Cc1cccc(C(C(=O)NC2CCCC2)N(C(=O)c2csnn2)C2CCCC2)c1 (stereo unspecified)	-0.1	0.5	6.2	-5.3	6.2	1.5	-20.7	-6.3	1.9	-45.1
N#Cc1ccccc1CSC1=NCCS1	-3.1	2.0	-2.1	-4.6	-4.0	3.0	2.3	-0.3	2.1	-2.0

Sorted by value in TCR CD3 inh (highest first): 3 of the compounds above
SMILES,TCR CD3 inh
COc1ccc(Br)cc1C1=CC(=O)C[C@H](c2ccc(F)cc2)C1,1.8
O=C(C1=C[C@@H](c2ccc(C(F)(F)F)cc2)C[C@@H](OCc2ccc(CO)cc2)O1)N1CCN(Cc2ccccc2)CC1,0.2
COC(=O)C1=C(C)N(C(C)C)C(=O)C1(NC(C)=O)C(F)(F)F (stereo unspecified),-0.2

Some of the compounds tested. The share of hits here may be higher or lower than overall.
